# FBW7 activator: human FBW7 E3 ligase activation, primary screen. Q969H0. normalized activity (activation), % at 26.1 µM. AlphaScreen FBW7–phospho-cyclin E peptide binding, activator screen. AID 1259310. hit rate 0.13% among 650,000; in the data active means normalized activity above about 1.9%;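 further: purified mutant Fbw7 with reduced substrate affinity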
# GPR151 ag: human GPR151 activation. PathHunter beta-arrestin GPR151 cells, luminescence. hit rate 1% among 650,000. activation, % at 11.2 µM; in the data active means activation above about 4.9%;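 further: 0% = median of compound wells and 100% = cells with positive control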
# Target sequence (Q8TDV0 whole entry, looked up): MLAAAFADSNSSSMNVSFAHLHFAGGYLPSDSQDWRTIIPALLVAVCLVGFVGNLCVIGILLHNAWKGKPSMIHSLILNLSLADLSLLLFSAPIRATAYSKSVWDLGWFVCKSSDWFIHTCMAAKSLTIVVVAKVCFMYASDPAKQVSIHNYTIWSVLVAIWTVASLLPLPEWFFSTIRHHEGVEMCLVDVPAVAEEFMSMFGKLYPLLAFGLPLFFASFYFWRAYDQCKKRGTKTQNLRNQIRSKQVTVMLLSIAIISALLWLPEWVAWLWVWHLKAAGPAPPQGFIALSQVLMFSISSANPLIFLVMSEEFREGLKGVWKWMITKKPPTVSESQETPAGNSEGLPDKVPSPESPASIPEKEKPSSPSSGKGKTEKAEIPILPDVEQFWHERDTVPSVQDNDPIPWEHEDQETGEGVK
# TEAD-YAP inh: TEAD-YAP interaction inhibition. HEK-TIYL cells, TEAD-Gal4/YAP UAS-luciferase luminescence. inhibition, % at 9.12 µM. hit rate 1.4% among 640,000. AID 1259422; in the data active means inhibition above about 32%;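 further: 0% = median of test compound wells and 100% = reference inhibitor wells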
# MITF primary: inhibitors of human MITF; AlphaScreen MITF homodimerization, bead proximity signal; inhibition, % at 2.6 µM; hit rate 0.91% among 650,000; AID 1259374; in the data active means inhibition above about 50%;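 further: 0% = vehicle wells with protein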
# Target sequence (O75030 whole entry, looked up): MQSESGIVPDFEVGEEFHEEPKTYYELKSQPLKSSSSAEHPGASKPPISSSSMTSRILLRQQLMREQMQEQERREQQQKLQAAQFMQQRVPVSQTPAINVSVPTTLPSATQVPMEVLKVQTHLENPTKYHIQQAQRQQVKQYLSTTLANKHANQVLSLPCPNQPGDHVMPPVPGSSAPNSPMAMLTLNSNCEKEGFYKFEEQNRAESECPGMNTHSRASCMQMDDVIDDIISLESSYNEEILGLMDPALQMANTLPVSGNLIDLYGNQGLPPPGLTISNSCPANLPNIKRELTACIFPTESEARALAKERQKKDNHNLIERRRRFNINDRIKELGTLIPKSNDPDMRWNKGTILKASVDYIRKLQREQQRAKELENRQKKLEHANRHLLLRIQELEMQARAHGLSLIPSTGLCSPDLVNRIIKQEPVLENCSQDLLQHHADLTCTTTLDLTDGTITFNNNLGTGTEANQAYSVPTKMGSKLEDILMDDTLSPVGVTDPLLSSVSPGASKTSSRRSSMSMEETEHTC
# The depositor's hits bear a star; & = joins results of further samples; ! = repeats disagree.
# The first 3 records, to show the layout:
SMILES,FBW7 activator,GPR151 ag,TEAD-YAP inh,MITF primary
CCc1ccccc1NC(=O)c1ccc(F)c(S(=O)(=O)N(CCc2ccccc2)Cc2ccccc2)c1,0.0,0.6,6,-3
CCOc1ccccc1C(=O)Nc1cc(C(F)(F)F)ccc1Cl,0.1,0.5,14,-2
CCOc1ccc(-n2c(=S)sc3c(=O)[nH]c(SCC(=O)NC4CCCCC4)nc32)cc1,0.1,-1.7,1,16

# Results, from the first entry:
SMILES,FBW7 activator,GPR151 ag,TEAD-YAP inh,MITF primary
CCc1ccccc1NC(=O)c1ccc(F)c(S(=O)(=O)N(CCc2ccccc2)Cc2ccccc2)c1,0.0,0.6,6,-3
CCOc1ccccc1C(=O)Nc1cc(C(F)(F)F)ccc1Cl,0.1,0.5,14,-2
CCOc1ccc(-n2c(=S)sc3c(=O)[nH]c(SCC(=O)NC4CCCCC4)nc32)cc1,0.1,-1.7,1,16
O=C(O)/C=C/C(=O)Nc1ccc(C(F)(F)F)cc1NC(=O)/C=C/C(=O)O,0.0,2.4,-28,8
CCOC(=O)C1CCN(c2c(NCCCN(CC)CC)c(=O)c2=O)CC1,-0.1,1.9,1,2
Nc1c(C(=O)c2ccccc2)oc2ccc(Cl)cc12,0.0,-0.3,-70,-9
C=CCOc1ccc(C2/C(=C(\O)c3ccc(OCCC)cc3C)C(=O)C(=O)N2c2nc(C)c(C(=O)OC)s2)cc1 (centres undefined),0.3,3.1,-14,21
COc1cc(OC)cc(C(=O)NCC2CCCN(S(=O)(=O)c3cccnc3)C2)c1 (centres undefined),0.5,-1.0,1,15
CCCCOc1ccc(/C=C/C(=O)NCc2ccco2)cc1,0.1,3.2,-1,6
Cc1ccc(CNC(=O)NC2CCCCC2)cc1,0.1,2.1,-9,7
CCOc1ccc(-n2c(SCC(=O)Nc3ccccc3OC)nc3n[nH]c(C)c3c2=N)cc1,0.0,0.2,-7,-7
COc1cc([N+](=O)[O-])ccc1NC(=O)Nc1ccccc1I,0.0,1.8,13,15
O=C(c1ccc(Nc2ccc3[nH]ncc3c2)nc1)N1CCOCC1,-0.2,-0.2,5,4
COc1cc(C2C3=C(CC(C)(C)CC3=O)OC3=C2C(=O)CC(C)(C)C3)ccc1OC(=O)CNc1ccc2c(c1)OCO2,-0.4,-0.5,6,-7
CN(C(=O)c1ccc(S(=O)(=O)NC2CCCC2)cc1)C1CCCCC1,-0.1,2.1,8,4
CC1=C(C(=O)N2CCOCC2)C(c2ccsc2)C2=C(CCCC2=O)N1 (centres undefined),-0.1,0.5,6,4
CS(=O)(=O)N(CC(=O)NCc1ccco1)c1cccc(C(F)(F)F)c1,0.0,0.1,-6,4
O=C1c2ccc(-c3nc4ccccc4c(=O)o3)cc2C(=O)N1c1ccc(Cl)cc1,-0.1,-0.6,0,-5
C[C@@H]1C[C@@H]2O[C@H]2C=CC=CC(=O)Cc2c(Cl)c(O)cc(O)c2C(=O)O1,-0.2,-0.7,52*,-10
CCCS(CCC)=C(C(=O)OC)[N+](=O)[O-],0.0,-0.3,1,15
COc1ccccc1-c1nc2s/c(=C\c3ccco3)c(=O)n2n1,0.0,0.1,5,18
Cc1cc(=O)c2c(O)c3c(O)cc(=O)c4c3c3c(cc(O)c1c23)C(C)(C)C=4O,0.0,-0.2,3,-12
COc1ccc(OC)c(C2c3cccn3CCN2C(=S)NC2CCCCC2)c1 (centres undefined),0.1,-0.9,-4,15
Cc1cccc(NC(=O)CSc2nc3c(c(=O)n2-c2ccc(Br)cc2)SCC3)c1,-0.1,0.6,-3,-3
O=C1CN(/N=C/c2ccc(-c3ccc([N+](=O)[O-])cc3)o2)C(=O)N1,-0.1&-0.1&0.0,1.5&1.5&-0.7,4&5,-16&-37&13
# Further entries:
SMILES,FBW7 activator,GPR151 ag,TEAD-YAP inh,MITF primary
CC(C)Cn1c(SCC(=O)c2ccc3c(c2)NC(=O)CO3)nnc1-c1ccco1,0.1,-1.1,-3,5
CC(=O)NCCNCc1ccccc1OCC(O)CN1CCc2ccccc2C1 (centres undefined),-0.1,3.6,11,0
O=S1(=O)CC=C(CSc2nc3ccccc3[nH]2)C1,0.2,2.0,-4,13
N#C/C(=C\c1cc2c(cc1Br)OCO2)C(=O)Nc1ccccc1,-0.1,0.2,-5,1
CCN(CC)c1ccc(NC(=O)COc2ccc(Br)c(C)c2)cc1,0.4,3.9,7,-14
COc1ccc(C(=O)Nc2cccc(O)c2)cc1S(=O)(=O)N1CCOCC1,-0.1,-0.5,0,-7
CC(C)=NNC(=O)CC(=O)NCCc1ccccc1,0.1,-0.5,1,15
CN(CC(=O)Oc1ccc2c(c1)OCO2)S(=O)(=O)c1ccc(Cl)cc1,-0.1,0.6,0,-3
COc1ccccc1N1CCN(C(=O)c2c(-c3c(Cl)cccc3Cl)noc2C)CC1,0.0,2.5,6,11
Nc1noc2oc3nc(-c4ccncc4)cc(C(F)(F)F)c3c12,0.0,1.9,-7,0
CC(O)CNCCCOc1ccc(C(C)(C)c2ccccc2)cc1 (centres undefined),0.1,3.6,-2,34
Cc1nnc(SCC(=O)Nc2nnc(C(F)(F)F)s2)s1,0.0,-0.9,3,8
OCCN1CCN(c2ncc(-c3ccccc3)n3ccnc23)CC1,-0.4,0.8,-56,5
Cn1c(=O)oc2cc(S(=O)(=O)Nc3ccc4c(c3)OCCO4)ccc21,0.0,-1.0,12,18
CCOc1ccc(NC(=O)CCn2c(=S)[nH]c3ccccc3c2=O)cc1,0.0,0.1,10,-4
CCOC(=O)CC(NC(=O)c1ccc(C)c([N+](=O)[O-])c1)c1cccc([N+](=O)[O-])c1 (centres undefined),0.1,1.3,-4,-16
O=C(Cc1ccc([N+](=O)[O-])cc1)NCc1ccc(Cl)cc1,-0.1,0.2,2,-3
CCOc1ccc(C(=O)NC(=S)Nc2ccccn2)cc1Cl,0.0,0.1,-39,-10
Nc1cccc(-c2cccc(C(=O)NCCO)n2)c1,-0.1,-2.0,3,10
CN=C(NS(=O)(=O)c1cccc([N+](=O)[O-])c1)c1ccccc1,0.0,0.3,6,-10
Cc1ncc(CO)c(/C=N/NC(N)=S)c1O,-0.4,0.3,0,105*
CC(C)CCN1CC[C@@H]2[C@H](CCCN2C(=O)c2csnn2)C1,0.2,0.9,-1,9
CCN1C(=O)/C(=C/c2cc3c(cc2Cl)OCO3)NC1=S,-0.1,-0.1,-2,6
O=C(O)Cc1ccc(NC(=O)c2ccc3c(c2)C(=O)N(Cc2ccccc2)C3=O)cc1,0.3,0.2,5,4
COc1ccc(-c2cnc3c(NCCc4ccncc4)nccn23)cc1OC,0.1,-0.2,-10,15
# (further entries)
SMILES,FBW7 activator,GPR151 ag,TEAD-YAP inh,MITF primary
CCOc1ccc2nc(NC(=O)CCn3cccc3)sc2c1,-0.5,-0.8,-22,-5
Cc1ccc(NC(=O)C(=S)N2CCCCC2)cc1,0.0,0.0,-10,10
NCCn1c(-c2cccnc2)n[nH]c1=S,0.2,-0.5,18,4
CCCCCC(=O)N1c2ccccc2NC2=C(C(=O)CC(c3ccccc3)C2)C1c1cccs1 (centres undefined),0.1,0.8,4,-3
COc1ccc(SCCCC(=O)Nc2ccccc2-c2nc3ccccc3[nH]2)cc1,0.1,1.5,6,-6
O=C(Nc1ccccc1)c1csc(Nc2ccccc2)n1,0.6,1.3,-32,1
Cc1cccc(NC(=O)c2ccc(N3CC4CC(C3)c3cccc(=O)n3C4)c([N+](=O)[O-])c2)n1 (centres undefined),-0.1,-1.1,-8,3
Cc1ccccc1C1(CC(=O)N(C)C(C)c2ccon2)CC(=O)N(Cc2cccnc2)C1=O (centres undefined),0.5,0.2,4,19
CC(CC(=O)O)(C(=O)O)c1ccccc1 (centres undefined),0.3,0.1,-5,0
Cc1ccc(-c2cccc3cnc(NC4CCC(C(=O)N5CCCC5)CC4)nc23)cn1 (centres undefined),0.7&0.9,-2.0&2.6,45*!,10&22
c1ccc2c(c1)nc(N1CCCCCC1)c1nccn12,0.1,0.6,-2,-7
O=C(CN1C(=O)c2ccccc2C1=O)N1CCN(c2ccccc2Cl)CC1,0.1,0.9,-4,1
CCOC(=O)c1sc(NC(=O)/C=C/c2ccc(C)o2)c(C(=O)OCC)c1C,0.3,-1.0,-10,3
O=C1CCCN1CCCNc1ccnc(Nc2ccc(-n3ccnc3)cc2)n1,0.0,0.2,-10,8
CCCN(C(=O)c1coc(=O)c2ccccc12)c1cccc(Cl)c1,0.0,0.0,68*,2
COc1ccc2[nH]c3c(=O)n(CCCCC(=O)NCCN4CCCC4)c(=S)[nH]c3c2c1,-0.1,1.6,4,13
CC1Oc2ccccc2N(CC(=O)NCc2ccc(F)cc2)C1=O (centres undefined),0.0,-1.7,-17,-11
CCS(=O)(=O)N1CCN(S(=O)(=O)c2ccc3ccccc3c2)CC1,0.0,3.3,0,9
O=C(Nc1ccc2c(C(F)(F)F)cc(=O)oc2c1)C1CCC1,0.0,2.2,-5,-23
Cc1cc(N2CCCCC2)nc2ccc(NC(=O)Cn3nc([N+](=O)[O-])c(Br)c3C)cc12,0.0,3.0,1,-1
COC(=O)c1n[nH]nc1SC,-0.1,-2.1,4,-5
Cc1ccc(NC(=O)C(CC(N)=O)NC(=O)OCC(C)C)cc1C (centres undefined),0.6,-0.8,-33,16
CN(C)/C=C(\C#N)C(=O)c1ccc(Oc2cccc(C(F)(F)F)c2)cn1,0.0,0.6,3,-5
Cc1cc(=O)oc2cc(NC(=O)c3noc4c3COc3ccccc3-4)ccc12,-0.2,-1.8,-2,-7
COc1cccc(/C=N/NC(=O)COc2ccc(Cl)cc2Cl)c1OC,0.0,-0.9,5,12

# The closing two entries of the section above are carried over, then new ones follow:
SMILES,FBW7 activator,GPR151 ag,TEAD-YAP inh,MITF primary
Cc1cc(=O)oc2cc(NC(=O)c3noc4c3COc3ccccc3-4)ccc12,-0.2,-1.8,-2,-7
COc1cccc(/C=N/NC(=O)COc2ccc(Cl)cc2Cl)c1OC,0.0,-0.9,5,12
O=C1OC(c2ccccc2Br)=N/C1=C\N1CCN(c2ccc([N+](=O)[O-])cc2)CC1,1.5,-1.7,6,19
COc1ccc(CN2CCc3nnc(C(C)NC(=O)C4CCOCC4)n3CC2)cc1OC (centres undefined),0.3,0.4,5,1
COC(=O)c1c(NC(=O)c2cc(-c3ccc(C(C)(C)C)cc3)nc3ccccc23)sc2c1CCC(C(C)(C)C)C2 (centres undefined),-0.1,0.2,-3,0
O=c1c2ccccc2ncn1CN1CCN(S(=O)(=O)c2ccccc2[N+](=O)[O-])CC1,0.1,-0.1,3,-11
O=C(NCc1ccccc1)C(=O)NCC(c1ccco1)S(=O)(=O)c1ccccc1 (centres undefined),0.4,-1.0,13,14
COC(=O)c1cccc(N2CC(O)=C(c3nc4ccccc4[nH]3)C2=N)c1,-0.1,0.9,2,14
CCOc1ccc(CC(=O)Nc2c(C(=O)C3CC3)oc3ccc(Cl)cc23)cc1OCC,0.0,1.0,8,-3
O=C(Nc1nnc(-c2ccccc2)s1)c1ccc(F)cc1,0.1,-1.1,4,10
NC(=O)C(=O)c1cn(CC(=O)N2CCCCCC2)c2ccccc12,0.0,-2.0,-5,5
Cc1cc(=O)n(CC(=O)Nc2ccccc2)c(-n2nc(C)cc2C)n1,0.8,-1.0,0,6
COc1ccc(NC(=O)Nc2ncccc2C)cc1OC,0.0,-0.8,-9,-7
O=C1CCN(Cc2cc3ccccc3[nH]c2=O)CCN1Cc1cccc(Cl)c1,-0.1,0.7,10,2
CCOC(=O)c1c(-c2ccc(C)o2)csc1N,-0.2,2.2,-2,-2
O=C(Nc1ccc(O)c2ccccc12)c1ccccc1,0.0,0.0,-1,-10
CC(C)CC1NC(=O)N(CC(=O)Nc2ccccc2F)C1=O (centres undefined),0.0,-0.7,1,4
O=C(NCCc1ccccc1)c1ccc(N2CCc3ccccc32)c([N+](=O)[O-])c1,-0.7,0.0,-2,7
CS(=O)(=O)N1CCSC1c1cccc(Cl)c1 (centres undefined),0.1,-0.3,-1,9
COc1ccc(NC(=O)CSc2nc3[nH]ncc3c(=O)n2-c2ccc(Cl)cc2)cc1OC,0.1,1.6,-5,15
CCc1ccc(-n2c(SC(CC)C(=O)NCc3ccco3)nc3n[nH]c(C)c3c2=N)cc1 (centres undefined),-0.1,-0.6,-13,-3
CCCOc1ccccc1C1C(C#N)=C(N)Oc2n[nH]c(-c3ccc(Br)cc3)c21 (centres undefined),-0.3,0.8,-4,4
Cn1cc(CC(=O)NCCN2CCN(S(C)(=O)=O)CC2)c2ccccc21,0.0,-0.6,-5,7
O=C(NCCOc1ccccc1)c1csc(NC2CCN(Cc3ccccc3)CC2)n1,0.7,-2.3,-38,17
O=C(CNc1ccccc1Cl)N/N=C1\CCCc2ccccc21,0.7,-0.6,12,7
CC(=O)N1Cc2ccccc2CC1C(=O)NCc1ccco1 (centres undefined),0.1,0.2,4,10
CCOc1ccc(-n2c(=S)sc3c(=O)n(-c4ccc(F)cc4)c(SCC(=O)c4ccc(F)cc4)nc32)cc1,-0.2,0.5,-2,-6
CC1Sc2ccc(C#N)cc2N(Cc2ccccc2Cl)C1=O (centres undefined),0.2,-0.9,-6,-15

# Arranged by count of non-hydrogen atoms (descending): some entries from above
SMILES,FBW7 activator,GPR151 ag,TEAD-YAP inh,MITF primary
CCOc1ccc(-n2c(=S)sc3c(=O)n(-c4ccc(F)cc4)c(SCC(=O)c4ccc(F)cc4)nc32)cc1,-0.2,0.5,-2,-6
Cc1ccc(-c2cccc3cnc(NC4CCC(C(=O)N5CCCC5)CC4)nc23)cn1 (centres undefined),0.7&0.9,-2.0&2.6,45*!,10&22
Cc1cc(=O)oc2cc(NC(=O)c3noc4c3COc3ccccc3-4)ccc12,-0.2,-1.8,-2,-7
CC(C)=NNC(=O)CC(=O)NCCc1ccccc1,0.1,-0.5,1,15
O=S1(=O)CC=C(CSc2nc3ccccc3[nH]2)C1,0.2,2.0,-4,13
CCCS(CCC)=C(C(=O)OC)[N+](=O)[O-],0.0,-0.3,1,15

# High-throughput results (PubChem)
